FEN1 inhibitor – human FEN1 inhibition; P39748; Recombinant FEN1 flap cleavage, fluorescence, 15 min; Potency, µM (doses to about 114 µM), for inactives: at the highest dose activity change, negative = inhibition, usual class: inhibitors; actives 0.35% (n = 390,000); also: nearly all actives have a fitted effect of over 65% in size
Target sequence (P39748 whole entry, looked up): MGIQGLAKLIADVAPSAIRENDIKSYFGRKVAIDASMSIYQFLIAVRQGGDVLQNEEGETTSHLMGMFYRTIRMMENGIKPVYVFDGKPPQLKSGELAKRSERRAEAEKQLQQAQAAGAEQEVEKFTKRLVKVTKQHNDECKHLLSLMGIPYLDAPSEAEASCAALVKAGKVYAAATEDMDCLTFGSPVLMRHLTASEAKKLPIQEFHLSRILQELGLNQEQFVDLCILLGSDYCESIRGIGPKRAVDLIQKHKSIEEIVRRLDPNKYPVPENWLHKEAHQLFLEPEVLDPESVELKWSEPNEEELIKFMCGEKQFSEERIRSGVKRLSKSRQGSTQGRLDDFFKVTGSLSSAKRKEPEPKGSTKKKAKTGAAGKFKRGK
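With each library titrated from low to high concentration, compounds met 10 nM FEN1 for 15 min at room temperature before 50 nM substrate was added; readings at 0 and 15 min fed four-parameter Hill curve fits.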
TDP1 inh – inhibitors of human tyrosyl-DNA phosphodiesterase TDP1; Q9NUW8; recombinant TDP1, AlphaScreen DNA substrate cleavage; Potency, µM (highest dose often 130 µM), for the others: at the highest dose activity change, negative = inhibition, actives largely listed as inhibitors; actives 0.28% (n = 350,000); AID 485290; also: nearly all actives have a fitted effect of over 40% in size
Target sequence (Q9NUW8 whole entry, looked up): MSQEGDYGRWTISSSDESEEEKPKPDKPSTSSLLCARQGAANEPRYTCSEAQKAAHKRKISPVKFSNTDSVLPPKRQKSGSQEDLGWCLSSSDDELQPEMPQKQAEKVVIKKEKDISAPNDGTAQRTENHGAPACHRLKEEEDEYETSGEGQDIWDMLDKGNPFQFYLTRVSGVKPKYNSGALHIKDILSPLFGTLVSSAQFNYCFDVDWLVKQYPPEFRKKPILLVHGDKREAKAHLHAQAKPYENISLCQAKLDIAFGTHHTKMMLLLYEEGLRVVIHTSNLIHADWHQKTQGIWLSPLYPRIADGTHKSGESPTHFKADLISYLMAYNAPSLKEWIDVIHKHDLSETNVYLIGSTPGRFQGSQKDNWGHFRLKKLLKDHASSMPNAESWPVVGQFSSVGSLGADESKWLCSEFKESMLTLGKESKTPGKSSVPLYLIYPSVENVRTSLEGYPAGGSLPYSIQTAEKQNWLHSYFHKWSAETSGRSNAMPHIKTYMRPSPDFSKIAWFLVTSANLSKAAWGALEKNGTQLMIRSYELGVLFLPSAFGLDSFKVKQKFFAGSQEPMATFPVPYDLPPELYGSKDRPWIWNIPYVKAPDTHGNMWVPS
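AlphaScreen read-out: signal falls as enzyme removes the 3' tyrosine-FITC from a 5'-biotinylated DNA oligo (15 nM, 5 min, RT). Enzyme was E. coli-made recombinant Tdp1 at 1 nM, exposed to compound for 15 min beforehand; beads 10 ug/ml, 10 min.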
N370S GC – inhibitors or activators of N370S glucocerebrosidase for Gaucher disease. P04062. Potency, µM (titrated, usually from 59.4 µM), without a hit: at the highest dose activity change, negative = inhibition, hits mostly inhibitors. AID 2101. N370S GC spleen homogenate, 4MU-glucoside fluorescence. actives 0.092% (n = 330,000);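 also: 0% = full enzyme activity and -100% = no enzyme basal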
An asterisk follows results filed as active; [ ] = dose if it differs, or a comment. Calls follow the shape of the dose curve; as a rule, active = well fitted curve in the direction sought with a large enough effect; inconclusive = small, poorly fitted or top-dose-only effect, or another doubt; inactive = no such curve, though single readings can be large; an effect the other way counts as inactive or inconclusive. Unless noted, % is scaled to controls: 0 for no effect and ±100 for the full control effect; potency is read from the fitted curve at half-maximal effect. Outcome played no part in choosing rows; overall some 0.57% were active at least once.

Screening C[N+]1(CCn2ccc3ccccc32)CCCCC1 returned FEN1 inhibitor -5.9%, TDP1 inh -2.6% and N370S GC -2.0%.
`CCCCN1C(=O)C(=O)N(CC(=O)N2N=C3/C(=C/c4ccco4)CCCC3C2c2ccco2)C1=O` (configuration not stated) gave FEN1 inhibitor 0.0%, TDP1 inh -2.7% and N370S GC 2.5%.
`Cc1cc2ncn(C(=O)N3CCC(C)CC3)c2cc1C` gave FEN1 inhibitor -15.1%, TDP1 inh 0.0% and N370S GC 28.1%.
CCCCCC/C(=N/O)c1ccccn1 was read as FEN1 inhibitor -12.5%, TDP1 inh 5.9% and N370S GC 3.5%.
Cc1ccc(N=C2NC(=O)C(CC(=O)NCc3ccccc3)S2)cc1C (configuration not stated) was read as FEN1 inhibitor 7.3%, TDP1 inh 6.7% and N370S GC -19.9%.
Cc1csc(CNc2ncnc3ccc(-c4ccc5c(c4)OCCO5)cc23)c1 was read as FEN1 inhibitor -9.3%, TDP1 inh 0.6% and N370S GC -13.5%.
Cc1[nH]c(=O)[nH]c(=O)c1/C=N/NC(=O)CCNC(=O)OC(C)(C)C was read as FEN1 inhibitor -14.1%, TDP1 inh 5.2% and N370S GC 2.6%.
For Cc1ccc2c(c1)C(O)(CC(=O)c1ccc(C)s1)C(=O)N2 (configuration not stated) the results were FEN1 inhibitor 4.7%, TDP1 inh 0.0% and N370S GC 6.0%.
Screening CCOc1ccccc1C(=O)NCC(=O)O returned FEN1 inhibitor 4.8%, TDP1 inh 6.4% and N370S GC -13.4%.
O=[N+]([O-])c1cc(-n2cccc2)ccc1N1CCOCC1 was read as FEN1 inhibitor -8.0%, TDP1 inh 11.0% and N370S GC -5.5%.
For S=c1nc(-c2ccccc2)oc2c1CCCC2 the results were FEN1 inhibitor -4.2%, TDP1 inh -7.7% and N370S GC 5.8%.
`COc1cccc(C(=O)N2CCN(C3CCN(Cc4ccccc4)CC3)CC2)c1` gave TDP1 inh 0.0% and N370S GC 1.8%.
`CCOC(=O)C1CCN(C(=O)COc2cccc(C)c2)CC1` gave FEN1 inhibitor -3.5%, TDP1 inh 1.1% and N370S GC 5.6%.
Screening O=C(CCc1ccc(S(=O)(=O)NC2CCCCC2)cc1)NCc1ccccn1 returned FEN1 inhibitor 2.6%, TDP1 inh -2.8% and N370S GC 5.8%.
Screening Cc1csc(NC(=O)CCn2c(=O)sc3ccccc32)n1 returned FEN1 inhibitor 3.2%, TDP1 inh -2.0% and N370S GC 2.6%.
`COc1ccc(-c2cc3ccc(O)c(CN4CCN(C)CC4)c3oc2=O)cc1OC` gave FEN1 inhibitor 1.5% and TDP1 inh 2.7%.
`CCCCNC(C(=O)Nc1ccc([N+](=O)[O-])cc1Br)c1ccccc1` (configuration not stated) gave FEN1 inhibitor 3.3%, TDP1 inh 5.3% and N370S GC -18.9%.
CCC(C)(C(=O)NC1CCCC1)N(C(=O)CNC(C)=O)c1ccc(C)cc1 (configuration not stated) was read as FEN1 inhibitor -3.8%, TDP1 inh 6.5% and N370S GC 5.7%.
Screening Cc1ccc(NC(=O)CCc2ccc(S(=O)(=O)N3CCOCC3)cc2)c(C)c1 returned FEN1 inhibitor 12.6%, TDP1 inh 5.6% and N370S GC 4.6%.
CCOc1ccc(/C(O)=C2/C(=O)C(=O)N(c3ccccn3)C2c2ccc(Cl)cc2)c(C)c1 (configuration not stated) was read as FEN1 inhibitor -5.4% and N370S GC -12.3%.
Screening Cc1ccc(CCNC(=O)c2ccc3c(=O)n(-c4ccc(C)cc4)c(=O)[nH]c3c2)cc1 returned FEN1 inhibitor 9.9% and TDP1 inh -2.9%.
`Cc1nc2c(C(=O)NCc3ccccc3Cl)cnn2c(C)c1Cc1c(F)cccc1Cl` gave FEN1 inhibitor 13.7% and TDP1 inh 9.3%.
For COC(=O)NC1(C(F)(F)F)C(=O)NC(C)=C1C(=O)OC (configuration not stated) the results were FEN1 inhibitor -6.5%, TDP1 inh 4.7% and N370S GC 0.6%.
Screening COCC(C)NCc1ccccc1C (configuration not stated) returned FEN1 inhibitor -6.1%, TDP1 inh 7.1% and N370S GC 5.2%.
Screening CCOc1ccc2cc(C3CC(c4ccco4)=NN3S(C)(=O)=O)c(Cl)nc2c1 (configuration not stated) returned FEN1 inhibitor -17.3%, TDP1 inh 2.7% and N370S GC 3.2%.
CCCCCCC(O)(c1ccc(OC)cc1)C(CN1CCOCC1)c1ccccc1 (configuration not stated) was read as FEN1 inhibitor -0.9% and N370S GC -22.8%.
Screening CC(=O)Nc1ccc(NC(=O)c2ccccc2Sc2ccc([N+](=O)[O-])cc2Cl)cc1 returned FEN1 inhibitor 6.0%, TDP1 inh 2.3% and N370S GC -10.5%.
For O=C(NCCc1ccccc1)Oc1ccc(Cl)cc1 the results were FEN1 inhibitor -6.4%, TDP1 inh 2.7% and N370S GC -8.6%.
`Cc1onc(-c2ccccc2)c1C(=O)NC(C)C` gave FEN1 inhibitor -1.4%, TDP1 inh 0.0% and N370S GC 6.3%.
`CN(CCCC1CCCC1)C(=O)c1cc(COc2ccc(F)c(F)c2)on1` gave FEN1 inhibitor 21.0% and N370S GC 4.0%.
Cc1cccc(NC(=O)C2CCCN2/C=C/C(=O)C(F)(F)F)c1C (configuration not stated) was read as FEN1 inhibitor 2.6%, TDP1 inh 0.0% and N370S GC 17.0%.
Screening O=C(COC(=O)c1cnccn1)NCc1ccc2c(c1)OCO2 returned FEN1 inhibitor -0.1%, TDP1 inh 0.5% and N370S GC 2.2%.
`COc1ccccc1CNC(=O)CSc1nnc(C)c2c(C)n(-c3ccccc3)nc12` gave FEN1 inhibitor 0.7% and TDP1 inh 0.0%.
O=C(C1CCN(S(=O)(=O)c2cccc3nsnc23)CC1)N1CCn2c1nc1ccccc12 was read as FEN1 inhibitor 7.2%, TDP1 inh 7.9% and N370S GC -2.4%.
Screening CCn1cc(S(=O)(=O)Nc2cc(C)ccc2F)cn1 returned FEN1 inhibitor -16.1%, TDP1 inh 5.0% and N370S GC -7.4%.
`CC1CCN(c2nn3c(=O)c(C(=O)NCCc4ccc(Cl)cc4)cnc3s2)CC1` gave FEN1 inhibitor 3.6% and TDP1 inh 7.9%.
For COc1ccc(N2C(=O)C3CCCN3C2c2cccs2)cc1 (configuration not stated) the results were FEN1 inhibitor 1.8%, TDP1 inh 2.0% and N370S GC 0.4%.
For COCCNC(=S)Nc1cc(S(=O)(=O)N2CCOCC2)ccc1N1CCCCC1 the results were FEN1 inhibitor -5.4%, TDP1 inh 5.3% and N370S GC -18.4%.
For C[C@@H](CO)[C@H](/C=C/c1ccccc1)CCO[Si](c1ccccc1)(c1ccccc1)C(C)(C)C the results were FEN1 inhibitor -33.3%, TDP1 inh 2.6% and N370S GC -2.1%.
For CCC(c1nnnn1Cc1ccco1)N(CCN1CCOCC1)Cc1cc2cc(C)ccc2[nH]c1=O (configuration not stated) the results were FEN1 inhibitor 4.6%, TDP1 inh 1.0% and N370S GC -5.7%.
Screening O=C(Nc1ccc(C(=O)NCc2ccc(F)cc2)cc1)C1=CSCCO1 returned FEN1 inhibitor -18.9%, TDP1 inh 2.0% and N370S GC 1.2%.
`Cc1cc(OCC(O)CN)ccc1Cl` (configuration not stated) gave FEN1 inhibitor -3.3%, TDP1 inh 6.9% and N370S GC -6.7%.
Cn1ncc(C(=O)N=S(C)(=O)c2ccccc2)c1[N+](=O)[O-] (configuration not stated) was read as FEN1 inhibitor 12.2%, TDP1 inh 5.5% and N370S GC -19.9%.
Screening N#Cc1ccc(C(=O)Nc2nc(-c3cccs3)c(C(=O)C(F)(F)F)s2)cc1 returned FEN1 inhibitor 10.9%, TDP1 inh 2.6% and N370S GC -6.3%.
Screening CC1CC(C)CN(C(=O)COC(=O)c2cc3ccccc3cc2O)C1 (configuration not stated) returned FEN1 inhibitor -18.6%, TDP1 inh 0.0% and N370S GC 14.2%.
Screening CCN(CC)C(=O)Cn1cc(S(=O)(=O)CC(=O)NCc2ccc(F)cc2)c2ccccc21 returned FEN1 inhibitor 6.5%, TDP1 inh 4.7% and N370S GC -1.1%.
CC[C@@H]1C=C(C(=O)O)[C@H](c2ccc(C#N)cc2)N1S(=O)(=O)c1ccc(C)cc1 was read as FEN1 inhibitor 17.1% and TDP1 inh -0.6%.
For CCCCN(CCCC)C(=S)NC(=O)C(C)(C)C the results were FEN1 inhibitor 7.1%, TDP1 inh 0.6% and N370S GC -3.2%.
For COCCCNc1nc2c(c(=O)[nH]c(=O)n2C)n1CC(O)COc1ccccc1 (configuration not stated) the results were FEN1 inhibitor -2.6%, TDP1 inh 0.0% and N370S GC 14.6%.
O=C(COC(=O)c1cccc(S(=O)(=O)N2CCCC2)c1)Nc1ccccc1Cl was read as FEN1 inhibitor 1.3%, TDP1 inh -7.7% and N370S GC -0.5%.
`Cc1cc(C)c(S(=O)(=O)c2ccccc2F)c(=O)[nH]1` gave FEN1 inhibitor -10.2% and N370S GC -13.1%.
Screening CCOc1cc(N2CCOCC2)c(OCC)cc1NC(=O)CN1C(=O)N(C)C2(CCCCC2)C1=O returned FEN1 inhibitor -15.9% and TDP1 inh -18.8%[56.1 µM].
`Cc1ccc(Nc2nc3ccc(C(=O)c4ccccc4)cc3n3c(C)nnc23)c(C)c1` gave FEN1 inhibitor -3.5% and TDP1 inh -8.5%.
Screening COCCOC(=O)c1c(C)oc2ccc(OCc3cc(C(=O)OC)oc3C)cc12 returned FEN1 inhibitor 3.8%, TDP1 inh -4.0% and N370S GC -5.0%.
`Cc1c(NC(=S)NC(NC(=O)CC(C)C)C(Cl)(Cl)Cl)c(=O)n(-c2ccccc2)n1C` (configuration not stated) gave FEN1 inhibitor -0.5%, TDP1 inh 0.6% and N370S GC 3.0%.
For CCN1C(=O)/C(=C/c2cnn(CC)c2C)SC1=S the results were FEN1 inhibitor -6.5%, TDP1 inh -2.6% and N370S GC -15.7%.
COc1ccc(C(C)NC(=O)c2ccc([N+](=O)[O-])cc2)cc1OC (configuration not stated) was read as FEN1 inhibitor -23.3%, TDP1 inh 4.2% and N370S GC 0.4%.
Cc1ccc(S(=O)(=O)O/N=C2\CCCc3ccccc32)cc1 was read as FEN1 inhibitor 15.2%, TDP1 inh 5.9% and N370S GC 1.5%.
`O=C(OC1CCOC1=O)c1ccc(NS(=O)(=O)c2cccs2)cc1` (configuration not stated) gave FEN1 inhibitor 10.9% and N370S GC 0.8%.
CCOC(=O)c1cnn(-c2ccc(C(=O)Nc3ccc(C(C)=O)cc3)cc2)c1N was read as FEN1 inhibitor 16.3% and TDP1 inh -2.5%.

Entries shown so far with a CF3 group:
For COC(=O)NC1(C(F)(F)F)C(=O)NC(C)=C1C(=O)OC (configuration not stated) the results were FEN1 inhibitor -6.5%, TDP1 inh 4.7% and N370S GC 0.6%.
Cc1cccc(NC(=O)C2CCCN2/C=C/C(=O)C(F)(F)F)c1C (configuration not stated) was read as FEN1 inhibitor 2.6%, TDP1 inh 0.0% and N370S GC 17.0%.
Screening N#Cc1ccc(C(=O)Nc2nc(-c3cccs3)c(C(=O)C(F)(F)F)s2)cc1 returned FEN1 inhibitor 10.9%, TDP1 inh 2.6% and N370S GC -6.3%.

3 compounds from above, sorted by number of heavy atoms, ascending:
For CCN1C(=O)/C(=C/c2cnn(CC)c2C)SC1=S the results were FEN1 inhibitor -6.5%, TDP1 inh -2.6% and N370S GC -15.7%.
CC[C@@H]1C=C(C(=O)O)[C@H](c2ccc(C#N)cc2)N1S(=O)(=O)c1ccc(C)cc1 was read as FEN1 inhibitor 17.1% and TDP1 inh -0.6%.
CCOC(=O)c1cnn(-c2ccc(C(=O)Nc3ccc(C(C)=O)cc3)cc2)c1N was read as FEN1 inhibitor 16.3% and TDP1 inh -2.5%.

The listing continues:
Screening Cc1cc2c(cc1C)/C(=N/NC(=O)c1ccccn1)CCC2 returned FEN1 inhibitor 13.8%, TDP1 inh -1.2% and N370S GC 0.8%.
For COc1ccc(N2C3=C(CC4=C2CC(C)(C)CC4=O)C(=O)CC(C)(C)C3)cc1 the results were FEN1 inhibitor -6.0%, TDP1 inh 3.4% and N370S GC -21.0%.
Screening OC(C#CCN1CCCCCC1)(c1ccccc1)c1cccnc1 (configuration not stated) returned FEN1 inhibitor 1.5%, TDP1 inh 2.4% and N370S GC -4.0%.
Screening CCCCn1c(SCC(=O)N(CC)C2CCS(=O)(=O)C2)nc2cc(S(N)(=O)=O)ccc21 (configuration not stated) returned FEN1 inhibitor -5.1%, TDP1 inh 0.0% and N370S GC 3.8%.
`Cc1ccc(/C=N/NC(=O)c2cc(C)oc2C)cc1` gave FEN1 inhibitor -1.0%, TDP1 inh 7.5% and N370S GC -2.6%.
`COc1ccccc1N1CCN(S(=O)(=O)c2c(C)nc3sccn3c2=O)CC1` gave FEN1 inhibitor 1.5% and TDP1 inh 2.6%.
For O=C(O)c1ccc2c(=O)n3c(nc2c1)/C(=C/c1ccc(C(F)(F)F)cc1)CC3 the results were FEN1 inhibitor inconclusive and N370S GC 1.0%.
`CC(C)(C)C1=C(C#N)C(c2ccncc2)C(C#N)=C(N)O1` (configuration not stated) gave FEN1 inhibitor 0.5%, TDP1 inh 0.0% and N370S GC 0.2%.
For Cc1cccc(/C=C2/SC(=O)N(Cc3ccccc3)C2=O)n1 the results were FEN1 inhibitor 3.1%, TDP1 inh 0.0% and N370S GC -5.2%.

Screens as filed in PubChem.
